CHO-K1 Ca ag: M1 agonist counterscreen hit in parental CHO-K1 cells; AID 602248; activation, % at 3 µM; hit rate 0.48% among 360,000; Fluo-8 calcium fluorescence; scaled to maximal ATP response, vehicle zero; in the data active = activation above about 15%;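 note: untransfected CHO-K1 host cells lacking M1 receptor as counterscreen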
CHO parental Ca: counter-screen for OX1R antagonists: effect in parental CHO cells. parental CHO-K1, ATP-induced calcium, Fluo-8 fluorescence. inhibition, % at 5.6 µM. hit rate 0.63% among 330,000. AID 463079;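 active = inhibition above that plate's mean sample inhibition plus 3 SD, cut at about 26% in these data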;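 note: 0% = ATP-challenged DMSO wells and 100% = DMSO wells without ATP; some compounds past the cut are filed as inactive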
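material = parental CHO cells | also added = ATP as calcium-mobilizing challenge | dosing = single point at 5.6 µM | detection = intracellular calcium via Fluo-8 no-wash fluorescent dye | read-out = % inhibition | benchmarks = low control ATP plus DMSO, high control DMSO only | repeats = one well per compound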
TAAR1 ag: human TAAR1 agonism. CHO RD-HGA16 TAAR1, Fluo-8 calcium fluorescence; vehicle wells 0%, saturating PEA agonist 100%. hit rate 0.99% among 360,000. activation, % at 3 µM. Q96RJ0;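 active = activation above the mean activation of all test compounds in the run plus 3 SD, cut at about 38% in these data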
Target sequence (Q96RJ0 whole entry, looked up): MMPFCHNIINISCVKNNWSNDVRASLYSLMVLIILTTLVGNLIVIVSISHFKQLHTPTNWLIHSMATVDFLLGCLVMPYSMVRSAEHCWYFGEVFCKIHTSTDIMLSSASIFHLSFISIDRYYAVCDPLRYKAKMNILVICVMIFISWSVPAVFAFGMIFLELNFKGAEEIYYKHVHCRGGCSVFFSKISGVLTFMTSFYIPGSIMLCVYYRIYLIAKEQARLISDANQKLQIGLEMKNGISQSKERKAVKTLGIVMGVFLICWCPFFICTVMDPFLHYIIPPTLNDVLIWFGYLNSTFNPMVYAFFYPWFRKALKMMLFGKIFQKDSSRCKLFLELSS
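Test system: RD-HGA16 (CHO) cells co-expressing Gα16 and hTAAR1 | Doses: Single dose, 3 µM | Schedule: 17-24 h seeding, 75 min 37 °C dye, 30 min RT | Evaluation: % activation from peak over basal fluorescence ratio, DMSO-to-PEA scaled | Technique: Kinetic Fluo-8 calcium fluorescence | Benchmarks: Low control DMSO, high control PEA (EC100)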
CHO-K1 Ca PAM: nonselective activator or artifact in parental CHO-K1 calcium assay; ATP EC20, Fluo-8 calcium fluorescence; 0% at ATP EC20, 100% at ATP max; activation, % at 3 µM; hit rate 0.02% among 360,000; AID 602247;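 active = activation above the run cutoff, the mean activation of all test compounds plus 3 SD, cut at about 40% in these data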;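 note: peak over basal fluorescence ratio in a 140 s read after ATP addition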
TAAR1 antag: human TAAR1 antagonism; Q96RJ0; CHO RD-HGA16 TAAR1, Fluo-8 calcium fluorescence, antagonist; inhibition, % at 3 µM; hit rate 1.5% among 360,000; AID 624466;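 active = inhibition above a per-plate cutoff, the mean inhibition of test compounds on that plate plus 3 SD, cut at about 49% in these data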;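 note: 0% = DMSO plus EC80 beta-PEA response and 100% = DMSO alone without agonist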
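Test system: CHO RD-HGA16 cells bearing hTAAR1 | Reagent: β-PEA, EC80 | Compound dosing: 3 µM, single point | Schedule: Dye loading 75 min at 37 °C, then 30 min room temperature | Signal: Calcium fluorescence with Fluo-8 | Evaluation: Percent inhibition of PEA-evoked calcium signal, max/basal emission ratio | Control set: DMSO-only wells and EC80 β-PEA-stimulated wells | Repeats: Singlicate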
M1 ag: agonists of human M1 muscarinic receptor | P11229 | CHO-K1 hM1, Fluo-8 calcium fluorescence, agonist mode; 0% DMSO, 100% acetylcholine EC100 | activation, % at 3 µM | hit rate 0.33% among 360,000 | AID 588814;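 active = activation above the run's mean compound activation plus 3 SD, cut at about 16% in these data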;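 note: peak over basal fluorescence ratio within a 140 s kinetic read after compound addition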
Target sequence (P11229 whole entry, looked up): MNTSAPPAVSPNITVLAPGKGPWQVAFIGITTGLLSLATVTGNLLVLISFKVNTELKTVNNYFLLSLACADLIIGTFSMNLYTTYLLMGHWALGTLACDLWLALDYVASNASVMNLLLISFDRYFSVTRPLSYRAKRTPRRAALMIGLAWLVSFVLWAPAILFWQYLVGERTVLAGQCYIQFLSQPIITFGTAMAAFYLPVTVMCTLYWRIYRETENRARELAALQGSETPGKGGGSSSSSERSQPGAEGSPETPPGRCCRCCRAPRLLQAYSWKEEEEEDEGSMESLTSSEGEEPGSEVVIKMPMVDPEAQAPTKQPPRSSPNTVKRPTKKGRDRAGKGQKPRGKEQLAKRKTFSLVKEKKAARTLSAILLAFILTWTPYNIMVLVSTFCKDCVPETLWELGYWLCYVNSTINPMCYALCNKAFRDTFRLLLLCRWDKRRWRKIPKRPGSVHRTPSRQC
CHO-K1 Ca antag: counter-screen for M1 antagonists: effect in parental CHO-K1 cells; ATP-induced calcium, Fluo-8 fluorescence; inhibition, % at 3 µM; hit rate 0.6% among 360,000; AID 602250;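 active = inhibition above a per-plate cutoff, the plate's mean sample inhibition plus 3 SD, cut at about 24% in these data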;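 note: 0% = DMSO plus EC80 ATP and 100% = DMSO alone without ATP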
CHRM1 antagonist: antagonists of human M1 muscarinic receptor; CHO-K1 hM1, Fluo-8 calcium fluorescence, ACh EC80 antagonist; AID 588852; inhibition, % at 3 µM; hit rate 1.3% among 360,000;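 active = percent inhibition above its own plate's cutoff, namely the mean of that plate's compound wells plus 3 SD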;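 note: peak over basal fluorescence ratio during 140 s after agonist addition; 0% = ACh EC80 plus DMSO and 100% = DMSO alone without agonist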
CHRM1 PAM: human CHRM1 positive allosteric modulation; activation, % at 3 µM; CHO-K1 hM1, Fluo-8 calcium fluorescence, ACh EC20; 0% = ACh EC20, 100% = maximal ACh; P11229; hit rate 0.088% among 360,000; in the data active = activation above about 19%, passing the limit was not always enough
The depositor's hits bear a star; . = no result given.

SMILES	CHO-K1 Ca ag	CHO parental Ca	TAAR1 ag	CHO-K1 Ca PAM	TAAR1 antag	M1 ag	CHO-K1 Ca antag	CHRM1 antagonist	CHRM1 PAM
COc1ccc(NC(=O)CC2SC(=NCC3CCCO3)NC2=O)c([N+](=O)[O-])c1 (stereo not drawn)	-0.2	-2	3	9	-14	-2	-8	-2	5
COc1ccc(OC)c(N/C(C)=C/C(=O)c2ccncc2)c1	9.9	-17	0	7	-27	-4	-2	-1	3
CCc1nc2ccc(C(=O)NCCCN3CCCC3=O)cn2c1N(C)C(=O)c1cccc(OC)c1	0.7	.	14	17	-20	-4	-1	-2	1
O=C(NCC(=O)N1CCN(c2ncccn2)CC1)c1cccs1	0.2	-4	.	14	.	-3	-5	-8	13
O=C(NCc1ccc(F)cc1Cl)C1CCN(S(=O)(=O)N2CCC3(CC2)OCCO3)CC1	0.8	-19	4	-3	-3	-4	-20	-8	3
O=C(c1ccco1)N1CCN(C(c2ccccc2)c2nnnn2Cc2cccs2)CC1 (stereo not drawn)	1.2	-25	13	10	3	-4	-2	-1	1
O=C(C1CC(=O)N(c2ccc(F)cc2)C1)N1CCN(c2ccccc2)CC1 (stereo not drawn)	0.6	-4	2	-16	-18	-2	-2	-13	6
COc1ccc(C2=NOC(C(=O)NC(C)(C)C)C2)cc1 (stereo not drawn)	1.4	-11	19	16	1	-6	-12	2	4
Cc1cccc(OCc2nnc(SCc3nc4ccccc4c(=O)[nH]3)o2)c1	0.1	3	5	5	-7	1	0	-38	7
COc1ccccc1NC(=O)C(=O)N(c1cccnc1)C(C(=O)NC(C)(C)C)c1ccccc1 (stereo not drawn)	4.2	-7	3	10	11	-1	-5	-3	5
O=C(Nc1ccccc1C(=O)Nc1ccncc1)c1ccccc1	0.7	1	7	4	-3	-6	-18	-2	4
O=C(CSc1n[nH]c(=O)[nH]c1=O)c1ccccc1[N+](=O)[O-]	0.6	-5	1	18	-20	-2	-10	-10	5
CSCCC(NC(=O)c1ccc(Cl)cc1Cl)C(=O)N(C)Cc1nc2ccccc2c(=O)[nH]1 (stereo not drawn)	0.5	.	-2	2	-24	-3	-8	-26	14
CCc1cc(-c2nnn(CCC3COCCO3)c2CC)cc(CC)c1-c1cn(Cc2ccccc2)nn1 (stereo not drawn)	1.6	.	4	17	12	-5	-3	-6	3
Cc1ccc(NC(=O)c2c(Cl)n(C)c3ccccc23)cc1	0.3	-16	4	22	5	-5	-6	-7	9

Taken from above:
In CHO-K1 Ca ag, `Cc1ccc(NC(=O)c2c(Cl)n(C)c3ccccc23)cc1` is entered as 0.3
In M1 ag, `COc1ccccc1NC(=O)C(=O)N(c1cccnc1)C(C(=O)NC(C)(C)C)c1ccccc1` (stereo not drawn) is entered as -1

The results go on.
SMILES	CHO-K1 Ca ag	CHO parental Ca	TAAR1 ag	CHO-K1 Ca PAM	TAAR1 antag	M1 ag	CHO-K1 Ca antag	CHRM1 antagonist	CHRM1 PAM
Cn1c2c(c(=O)n(C)c1=O)C(NC(=O)c1ccco1)(C(F)(F)F)C(=O)N2 (stereo not drawn)	0.0	10	0	4	14	-3	-5	6	-2
Cc1cc(NC(=O)c2sccc2C)n(-c2cccc(Cl)c2)n1	0.1	-18	19	8	0	-5	-5	-2	0
Cc1cccc(C)c1NC(=S)Nc1ccc(F)cc1	0.2	11	9	14	1	-3	5	-7	4
CC1(CCc2ccccc2)NC(=O)N(CC(=O)N2CCCCCC2)C1=O (stereo not drawn)	0.8	-20	3	-3	1	0	-4	0	1
COc1ccc(S(=O)(=O)Nc2ccc3c(c2)C(=O)N([C@H](C)CO)C[C@H](C)[C@@H](CN(C)C(=O)Nc2c(C)noc2C)O3)cc1	0.4	-3	12	4	2	-4	-5	-5	7
O=C(CCNc1cccc(F)c1)c1cccc([N+](=O)[O-])c1	0.7	5	-1	8	-1	-7	-12	15	-1
CCOc1ccc(Nc2cc(=O)[nH]c(=O)[nH]2)cc1	0.1	-1	9	-12	-25	-2	9	-13	11
COc1ccccc1N1CCN(CCCn2c(=S)[nH]c3ccccc3c2=O)CC1	2.5	-13	0	15	6	-9	-10	5	0
OCCn1c(SC2CCCCC2)nc2ccccc21	0.3	-15	7	6	-22	-4	1	-7	4
CC(NCCCOc1cccc2ccccc12)c1ccccc1 (stereo not drawn)	28*	6	45*	11	36	3	5	-6	9
COc1cccc(-n2c(=O)c3c(C)c(C(=O)N(C)C)sc3n(CC(=O)NCC3CCCO3)c2=O)c1 (stereo not drawn)	0.7	5	2	8	-27	-3	-11	-11	13
COc1ccc(-c2nnn(CCc3nn[nH]n3)n2)cc1	0.2	-1	1	17	5	2	-4	-27	14
COC(=O)[C@]1(Cc2ccccc2)N[C@H](CN(C)C(=O)c2ccccc2)[C@@H]2C(=O)N(C)C(=O)[C@@H]21	0.6	-6	2	-10	-7	0	-11	-2	3
COc1cccc(NC(=O)CN(C)CC(=O)Nc2cccc(C(F)(F)F)c2)c1	6.6	-11	9	-1	-12	-4	-12	-5	4
COCCN(C(=O)CSc1nnc(-c2ccncc2)n1C)c1c(N)n(CC(C)C)c(=O)[nH]c1=O	0.6	.	3	3	-16	-2	3	1	2
Cc1cccc(OCC(=O)NC(Cc2c[nH]c3ccccc23)C(=O)O)c1C (stereo not drawn)	-0.2	-36	10	-13	-8	-2	8	-2	10
Cc1ccc(C(=O)C(OC(=O)CCC(=O)Nc2cccc(C)c2)c2ccccc2)cc1 (stereo not drawn)	0.1	-4	8	9	7	-6	-5	6	-8
COc1cc(C(=O)NNC(=O)COc2cccc(F)c2)ccc1OCC(=O)N1CCOCC1	-0.6	-1	-2	-5	5	-2	-3	-4	4
COc1ccc(OC)c(NC(=S)NCC(c2cccnc2)N2CCOCC2)c1 (stereo not drawn)	0.5	1	3	19	-14	-4	-12	5	6
COC(=O)Cc1c(C)c2ccc(OC3CCCCC3=O)cc2oc1=O (stereo not drawn)	0.3	.	7	5	-10	-1	-5	-8	9
COc1ccc(Nc2ncccc2C(=O)O)cc1	0.8	-13	0	29	6	-3	-13	-8	10
CCCCN(C=O)c1c(CC)nc2c(OCc3ccc(C(F)(F)F)cc3)cccn12	1.5	.	-2	9	5	-8	-8	5	-14
CCCN1Cc2cccc(C(=O)Nc3ccc(S(=O)(=O)N4CCCCCC4)cc3)c2C1=O	-0.5	.	0	-10	-16	-3	-11	-1	1
Cc1ccc(-n2cc3c(-c4cccc(Br)c4)nnc(C)c3n2)cc1	0.2	-21	-1	2	6	1	7	-7	17
COc1cccc(OC)c1C(=O)Nc1nnc(C(C)C)s1	0.1	-10	8	-14	-13	0	16	3	5
C[C@@H]1O[C@H](C2CCCC2)CC2=C1C(=O)OC(C)(C)O2	0.6	.	3	8	6	.	-18	.	.
CCOc1cc(/C=C2/NC(=O)N(CC(=O)Nc3cccc(C)c3)C2=O)ccc1O	-0.4	8	0	0	-8	-4	-6	0	0
C=CCSc1n[nH]c(-c2ccc(OCCC)cc2)n1	0.2	-10	.	13	.	-6	-9	-4	-2
COc1cccc(NC(=O)n2ncc3c(C)cccc32)c1	1.1	-5	4	1	-14	-4	-18	5	-1
C=CCSc1nc(NC)c2sccc2n1	-0.6	-11	9	11	-3	-4	5	-24	7

Not a retest: an excerpt of the list.
SMILES	CHO-K1 Ca ag	CHO parental Ca	TAAR1 ag	CHO-K1 Ca PAM	TAAR1 antag	M1 ag	CHO-K1 Ca antag	CHRM1 antagonist	CHRM1 PAM
COc1cccc(NC(=O)n2ncc3c(C)cccc32)c1	1.1	-5	4	1	-14	-4	-18	5	-1
C=CCSc1nc(NC)c2sccc2n1	-0.6	-11	9	11	-3	-4	5	-24	7

Further results follow.
SMILES	CHO-K1 Ca ag	CHO parental Ca	TAAR1 ag	CHO-K1 Ca PAM	TAAR1 antag	M1 ag	CHO-K1 Ca antag	CHRM1 antagonist	CHRM1 PAM
O=C(CC1CCCC1)N1CCN(S(=O)(=O)c2ccccc2)CC1	0.7	-26	15	2	4	-6	-8	2	4
CCC(CC)C(=O)Nc1cc(C)c2c(=O)oc3ccccc3c2n1	2.1	-9	2	6	11	-8	4	14	-9
Cc1ccnc(NC(=O)C2COc3ccccc3O2)c1 (stereo not drawn)	0.5	-5	0	17	-7	-9	-5	-9	13
COC(=O)c1c(NC(=O)c2ccco2)sc2c1C(C(=O)OC)CC2 (stereo not drawn)	0.6	-29	2	10	-7	-3	0	-3	7
C=CCOCCN(CC)CC	1.4	.	4	2	-21	-1	-7	3	2
O=C(CN1CCN(Cc2ccccc2)CC1)N/N=C/c1ccc(Br)s1	8.8	-12	8	8	-7	-4	-3	-4	2
CCC(C(=O)NC1CCCC1)N(C(=O)Cn1nnc(-c2ccc(C)o2)n1)c1cccc(O)c1 (stereo not drawn)	3.5	-24	9	-5	22	0	-6	4	3

Among those listed so far, seven contain a thiophene ring, fused or not:
SMILES	CHO-K1 Ca ag	CHO parental Ca	TAAR1 ag	CHO-K1 Ca PAM	TAAR1 antag	M1 ag	CHO-K1 Ca antag	CHRM1 antagonist	CHRM1 PAM
O=C(NCC(=O)N1CCN(c2ncccn2)CC1)c1cccs1	0.2	-4	.	14	.	-3	-5	-8	13
O=C(c1ccco1)N1CCN(C(c2ccccc2)c2nnnn2Cc2cccs2)CC1 (stereo not drawn)	1.2	-25	13	10	3	-4	-2	-1	1
Cc1cc(NC(=O)c2sccc2C)n(-c2cccc(Cl)c2)n1	0.1	-18	19	8	0	-5	-5	-2	0
COc1cccc(-n2c(=O)c3c(C)c(C(=O)N(C)C)sc3n(CC(=O)NCC3CCCO3)c2=O)c1 (stereo not drawn)	0.7	5	2	8	-27	-3	-11	-11	13
C=CCSc1nc(NC)c2sccc2n1	-0.6	-11	9	11	-3	-4	5	-24	7
COC(=O)c1c(NC(=O)c2ccco2)sc2c1C(C(=O)OC)CC2 (stereo not drawn)	0.6	-29	2	10	-7	-3	0	-3	7
O=C(CN1CCN(Cc2ccccc2)CC1)N/N=C/c1ccc(Br)s1	8.8	-12	8	8	-7	-4	-3	-4	2

High-throughput results as filed in PubChem BioAssay.
